RMI-FANCM inh – RMI-FANCM interaction inhibition. Fluorescence polarization, RMI core complex with F-MM2 peptide; stronger effect = lower value. AID 1159607. FP signal (polarization) at 33 µM. 0.58% of 70,000 active; in the data active = FP signal below about 40; also: inactives centre near 61; strong numbers were not always called active; unit not given here
* marks the source's active call; other numbers are inactive results; & = joins results of further samples; ! = a repeat was not active.

`CCOC(=O)OC(C)OC1=C(C(=O)Nc2ccccn2)N(C)S(=O)(=O)c2ccccc21` (configuration not stated) gave RMI-FANCM inh 58.
COc1ccc(C(=O)N2CCCC(c3nnc(Cc4ccc(F)cc4)o3)C2)cc1 (configuration not stated) was read as RMI-FANCM inh 63.
Fc1ccc(-c2ccc(-c3nn4c(-c5ccco5)nnc4s3)o2)cc1 was read as RMI-FANCM inh 145.
COc1ccc(CNC(=O)C(=O)Nc2cc(N3CCCS3(=O)=O)ccc2OC)cc1 was read as RMI-FANCM inh 66.
For O=c1c2ccccc2[nH]c2ncccc12 the results were RMI-FANCM inh 61.
Screening COc1ccccc1OCC(=O)NCC1CCN(C2CCCC2)CC1 returned RMI-FANCM inh 75.
For Cc1ccc(NC(=O)Cn2nc3c(cc2=O)CCCC3)cc1Cl the results were RMI-FANCM inh 62.
For CN(Cc1ccccc1)c1csc2ccccc2c1=O the results were RMI-FANCM inh 68.
Screening O=C(CCCn1nc(-c2cccnc2)ccc1=O)Nc1ccc2c(c1)OCCO2 returned RMI-FANCM inh 60.
Screening Cc1noc(-c2ccc(Cl)cc2)c1C(=O)O/N=C(\N)c1ccc(C(C)(C)C)cc1 returned RMI-FANCM inh 75.
`COc1cc([N+](=O)[O-])ccc1NC(=O)CCS(=O)(=O)c1ccccc1` gave RMI-FANCM inh 71.
O=S(=O)(NCc1ccsc1)c1ccccc1Cl was read as RMI-FANCM inh 67.
Screening Fc1ccc2nc(Nc3nc4c(s3)CCCC4)sc2c1 returned RMI-FANCM inh 203.
Screening C=CCN1C(=O)C(C)(C)COc2ccc(NS(=O)(=O)c3cc(F)ccc3F)cc21 returned RMI-FANCM inh 67.
Cc1cccc[n+]1C1C(c2ccc([N+](=O)[O-])cc2)C(C#N)=C(C(C#N)C#N)NC1(O)C1CC1 (configuration not stated) was read as RMI-FANCM inh 59.
CSc1ccccc1NC(=O)C(=O)NCCc1ccc(Cl)cc1 was read as RMI-FANCM inh 63.
`COc1ccc(-c2ccc(=O)n(CCCNS(=O)(=O)c3cccnc3)n2)cc1` gave RMI-FANCM inh 72.
Screening COc1ccc(Cc2nnc(C3CCN(C(=O)c4ccco4)CC3)s2)cc1 returned RMI-FANCM inh 60.
CCOC(=O)c1c(NC(=O)c2snnc2C)c2cc([N+](=O)[O-])ccc2n1C was read as RMI-FANCM inh 56.
CCc1ccc(-c2ccc(=O)n(Cc3nc(-c4ccc(C)cc4)no3)n2)cc1 was read as RMI-FANCM inh 66.
Screening O=C(c1sccc1Cl)N1CCN(Cc2ccc3c(c2)OCO3)CC1 returned RMI-FANCM inh 61.
For C/C=C(\C(=O)O)c1ccccc1 the results were RMI-FANCM inh 64.
For COc1ccc(Cl)cc1NC(=O)NCC(c1ccsc1)N1CCOCC1 (configuration not stated) the results were RMI-FANCM inh 66.
`O=C(Nc1nnc(-c2ccncc2)o1)C1CC1` gave RMI-FANCM inh 62.
CC(=O)Nc1cccc(NC(=O)C(=O)NCC2CCN(C3CCCC3)CC2)c1 was read as RMI-FANCM inh 74.
COc1cc(S(=O)(=O)NC(C)c2ccc(-n3ccnc3)cc2)c(OC)cc1C (configuration not stated) was read as RMI-FANCM inh 64.
For CCCCCCCCCCCCCCCC[N+](C)(C)C the results were RMI-FANCM inh 34*.
Screening COc1cc(/C=C/C(=O)Nc2nnc(Cc3ccc(SC)cc3)o2)cc(OC)c1OC returned RMI-FANCM inh 63.
For COC(=O)C1=C(C)NC(C)=C(C(=O)OCC(C)C)C1c1ccccc1[N+](=O)[O-] (configuration not stated) the results were RMI-FANCM inh 21*!.
COc1ccc(S(=O)(=O)CCC(=O)Nc2nnc(-c3cc(C)nn3C)o2)cc1 was read as RMI-FANCM inh 72.
`O=C(CSc1nccn(-c2ccc3c(c2)OCCO3)c1=O)c1ccc(F)cc1` gave RMI-FANCM inh 150.
Screening Cc1cn2c(=O)c(C(=O)Nc3ccc4c(c3)OCCO4)cnc2s1 returned RMI-FANCM inh 55.
Screening COC(=O)c1cc(C(N)=O)c(SC)s1 returned RMI-FANCM inh 58&52.
For Cc1cc2cc(CNC(=O)c3cccc(Cl)c3)ccc2[nH]1 the results were RMI-FANCM inh 62.
For Cc1cc(C)c(C#N)c(SCC(=O)Nc2nc(-c3ccccc3)ns2)n1 the results were RMI-FANCM inh 72.
Cc1ccc2c(c1)N(Cc1nc(-c3ccc(Br)cc3)no1)C(=O)CO2 was read as RMI-FANCM inh 90.
Screening O=C1CCCCC1c1nccc2ccccc12 (configuration not stated) returned RMI-FANCM inh 58.
COc1ccc(CC(=O)Nc2ccc(N3CCCCS3(=O)=O)cc2)cc1 was read as RMI-FANCM inh 56.
For O=C(O)c1nc2ccccc2s1 the results were RMI-FANCM inh 68.
For CN(C)c1ccc(/C=C2\N=C(C(C)(C)C)OC2=O)cc1 the results were RMI-FANCM inh 60.
CCc1ccc(S(=O)(=O)Oc2c(Br)cc(Br)c3cccnc23)cc1 was read as RMI-FANCM inh 59.
For Cc1cccc(NC(=O)C2(c3cccs3)CCCC2)c1 the results were RMI-FANCM inh 61.
Screening CCOC(=O)CSc1nc2c(-c3ccccc3)c[nH]c2c(=O)n1Cc1ccccc1OC returned RMI-FANCM inh 79.
Screening Cc1nn(C2CCS(=O)(=O)C2)c2nc(-c3ccccc3)cc(C(=O)NCCC3=CCCCC3)c12 (configuration not stated) returned RMI-FANCM inh 78.
For CN(c1ccccc1)S(=O)(=O)c1ccc(C(O)=C(C#N)c2nc3ccccc3n2C)cc1 the results were RMI-FANCM inh 83.
`CC(C)NC(=O)N(Cc1cccnc1)Cc1cccs1` gave RMI-FANCM inh 57.
O=C(COc1ccc(Cl)cc1)Nc1ccc2c(c1)C(=O)NCCO2 was read as RMI-FANCM inh 60.
Cc1c(O)nc2sc3ccccc3n2c1=O was read as RMI-FANCM inh 68.
For CCOc1ccc(-c2cc(=O)n(CC(=O)Nc3ccc(Cl)cc3Cl)cn2)cc1 the results were RMI-FANCM inh 110.
`CCc1nnc(-c2cccc(OCC(=O)N3CCN(c4ccccc4)CC3)c2)o1` gave RMI-FANCM inh 62.
Screening CSc1ccc(-c2noc(Cn3ccn4nc(-c5ccc(Cl)cc5)cc4c3=O)n2)cc1 returned RMI-FANCM inh 67.
Screening O=C(NC1CC1)c1ccc2c(=O)nc3c(-c4cccc(F)c4)n[nH]n3c2c1 returned RMI-FANCM inh 61.
Screening Cc1cnc(NC(=O)c2nccnc2C(=O)O)c(C)n1 returned RMI-FANCM inh 51.
Screening CCc1ccc(NC(=O)CSc2ncc(S(=O)(=O)c3ccc(OC)cc3)c(=O)[nH]2)cc1 returned RMI-FANCM inh 60.
`CCOC(=O)c1cnc2cc(C)nn2c1C` gave RMI-FANCM inh 55.
For COc1ccc2ncc(C#N)c(Nc3ccc(OC)c(OC)c3)c2c1 the results were RMI-FANCM inh 76.
Cc1cc(=O)[nH]c(-n2nc(C)cc2NC(=O)C(=O)c2c[nH]c3ccccc23)n1 was read as RMI-FANCM inh 68.
CC(C)NC(=O)CSc1nnc(-c2cccnc2)o1 was read as RMI-FANCM inh 53.
For Cc1sc2ncnc(Cl)c2c1C the results were RMI-FANCM inh 63.
COc1ccc(OC)c(Nc2nc(CC(=O)NCc3ccncc3)cs2)c1 was read as RMI-FANCM inh 61.
CCOc1ccc2nc(N(CCCN3CCOCC3)C(=O)c3ccn(C)n3)sc2c1 was read as RMI-FANCM inh 66.
Screening COc1ccc(CCNC(=O)Cc2csc3nc(-c4ccc(C)cc4)cn23)cc1 returned RMI-FANCM inh 65.
`O=C1C(NS(=O)(=O)c2cccs2)=C(N2CCOCC2)C(=O)c2ccccc21` gave RMI-FANCM inh 60.
For Cn1c2c(c3ccccc31)C(=O)C(Cn1ccnc1)CC2 (configuration not stated) the results were RMI-FANCM inh 59.
O=C(CCCN1C(=O)/C(=C/c2ccccc2F)SC1=S)NCCc1c[nH]c2ccccc12 was read as RMI-FANCM inh 58.
Screening C=CCNC(=O)C(=O)Nc1cccc(F)c1 returned RMI-FANCM inh 53.
For CCOC(=O)C(c1ccccc1)C(Nc1ccccc1)c1ccccn1 (configuration not stated) the results were RMI-FANCM inh 45.
CN(C)CCN(C(=O)CCc1ccccc1)c1nc2cc3c(cc2s1)OCCO3 was read as RMI-FANCM inh 81.
COc1cc(C)c(C(C)C)cc1S(=O)(=O)NC1CCCCCC1 was read as RMI-FANCM inh 66.
Cn1ncc(-c2nc(-c3ccc(Cl)cc3)cs2)c1N was read as RMI-FANCM inh 54.
`COc1ccccc1/C=C/C(=O)Nc1sc2c(c1C#N)CCC(C)C2` (configuration not stated) gave RMI-FANCM inh 107.
CS/C(N)=N\N=C/c1ccc2c(c1)OCO2 was read as RMI-FANCM inh 54.
For C/C(=N\NC(=O)c1ccccc1)C1C(=O)c2ccccc2C1=O the results were RMI-FANCM inh 64.
For O=C(NNS(=O)(=O)c1ccc(Cl)cc1)c1csc(CS(=O)(=O)Cc2ccco2)n1 the results were RMI-FANCM inh 53.
O=C(CSc1nc(CC(=O)NC2CC2)cc(=O)[nH]1)NCc1ccco1 was read as RMI-FANCM inh 61.
Clc1ccc(-c2nc3ccccc3s2)cc1 was read as RMI-FANCM inh 54.
CCCCn1c(=O)cc(N)[nH]c1=S was read as RMI-FANCM inh 54.
`CN(C)c1ccc(/C=N\NC(=O)CSc2nc3ccccc3o2)cc1` gave RMI-FANCM inh 62.
`O=[N+]([O-])c1ccc(C2N(c3ccccc3)CCN2c2ccccc2)s1` gave RMI-FANCM inh 54.
`O=C(Nc1ccccc1)Nc1ccc(Br)c(C(F)(F)F)c1` gave RMI-FANCM inh 52.
O=C(NCc1cc(Cl)cc(Cl)c1)c1ccc(Cl)c(Cl)c1 was read as RMI-FANCM inh 55.
For CCOC(=O)c1c(NC(=O)c2cccc(Cl)c2)sc2c1CCC2 the results were RMI-FANCM inh 71.
`Cc1ccc(Cl)cc1N1C(=O)CCC(C)(C)C1=O` gave RMI-FANCM inh 62.
Screening Cc1cc(C)cc(N2C(=O)CC(C3CCCC=C3N3CCOCC3)C2=O)c1 (configuration not stated) returned RMI-FANCM inh 65.
`COc1ccc(-n2c(C)nc3ccc(NS(C)(=O)=O)cc3c2=O)cc1` gave RMI-FANCM inh 61.
Screening O=C(CCn1c(=S)[nH]c2cc3c(cc2c1=O)OCO3)N1CCN(c2ccccn2)CC1 returned RMI-FANCM inh 57.
For O=[N+]([O-])c1cc(C(F)(F)F)cc([N+](=O)[O-])c1N1CCCC(C(F)(F)F)C1 (configuration not stated) the results were RMI-FANCM inh 56.
`Cc1ccc2nc(SCC(=O)Nc3ccc4c(c3)OCCO4)nc(=O)n2c1` gave RMI-FANCM inh 52.
`CN1CCCc2cc(CCNC(=O)CN3C(=O)c4ccccc4C3=O)ccc21` gave RMI-FANCM inh 56.
`O=C(/C(=N/O)c1ccccc1)c1ccccc1` gave RMI-FANCM inh 53&49.

At a glance, some entries already given:
CCCCn1c(=O)cc(N)[nH]c1=S was read as RMI-FANCM inh 54.
`CN(C)c1ccc(/C=N\NC(=O)CSc2nc3ccccc3o2)cc1` gave RMI-FANCM inh 62.
`O=[N+]([O-])c1ccc(C2N(c3ccccc3)CCN2c2ccccc2)s1` gave RMI-FANCM inh 54.
`O=C(Nc1ccccc1)Nc1ccc(Br)c(C(F)(F)F)c1` gave RMI-FANCM inh 52.
O=C(NCc1cc(Cl)cc(Cl)c1)c1ccc(Cl)c(Cl)c1 was read as RMI-FANCM inh 55.
For CCOC(=O)c1c(NC(=O)c2cccc(Cl)c2)sc2c1CCC2 the results were RMI-FANCM inh 71.
`Cc1ccc(Cl)cc1N1C(=O)CCC(C)(C)C1=O` gave RMI-FANCM inh 62.
Screening Cc1cc(C)cc(N2C(=O)CC(C3CCCC=C3N3CCOCC3)C2=O)c1 (configuration not stated) returned RMI-FANCM inh 65.
`COc1ccc(-n2c(C)nc3ccc(NS(C)(=O)=O)cc3c2=O)cc1` gave RMI-FANCM inh 61.
Screening O=C(CCn1c(=S)[nH]c2cc3c(cc2c1=O)OCO3)N1CCN(c2ccccn2)CC1 returned RMI-FANCM inh 57.
For O=[N+]([O-])c1cc(C(F)(F)F)cc([N+](=O)[O-])c1N1CCCC(C(F)(F)F)C1 (configuration not stated) the results were RMI-FANCM inh 56.
`Cc1ccc2nc(SCC(=O)Nc3ccc4c(c3)OCCO4)nc(=O)n2c1` gave RMI-FANCM inh 52.
`CN1CCCc2cc(CCNC(=O)CN3C(=O)c4ccccc4C3=O)ccc21` gave RMI-FANCM inh 56.
`O=C(/C(=N/O)c1ccccc1)c1ccccc1` gave RMI-FANCM inh 53&49.

Remaining list, next part:
Screening O=C(Cc1ccc(Cl)cc1)Nc1ccc(-c2ccc3nncn3n2)cc1 returned RMI-FANCM inh 92.
For CCNC(=O)N1CCN(Cc2nc(-c3ccc(F)cc3)cs2)CC1 the results were RMI-FANCM inh 66.
`Cn1ccc(C(=O)Nc2nnc(C3CCCCC3)o2)n1` gave RMI-FANCM inh 70.
Screening Cc1ccc(C)c(S(=O)(=O)N=C2C=C(Cl)C(=O)c3ccccc32)c1 returned RMI-FANCM inh 20*.
Screening Cn1nccc1C(=O)Nc1sccc1C(N)=O returned RMI-FANCM inh 68.
`O=C(Cc1ccc(Cl)cc1)Nc1ccc(N2CCCC2=O)cc1` gave RMI-FANCM inh 54.
`Cc1cccc(NC(=O)CSc2nnc(C)s2)c1` gave RMI-FANCM inh 72.
For CC1CCN(C(=O)CCn2cnc3c(cnn3-c3ccc(F)cc3)c2=O)CC1 the results were RMI-FANCM inh 72.
`CCOC(=O)c1sc(NC(=O)C2CCN(S(C)(=O)=O)CC2)cc1C` gave RMI-FANCM inh 65.
Screening CC(=O)Oc1cc2c(C(=O)NCc3ccccn3)c(C)oc2c2ccccc12 returned RMI-FANCM inh 58.
`CSc1nn(CC(=O)Nc2c(C)cc(C)cc2C)c(N)c1S(=O)(=O)c1ccc(C)cc1` gave RMI-FANCM inh 69.
COc1ccc2nc(-n3nc(C)cc3NC(=O)COc3ccc(F)cc3)sc2c1 was read as RMI-FANCM inh 62.
Screening Cc1ccc(NC(=O)C(=O)NCC2CCN(Cc3ccco3)CC2)cc1C returned RMI-FANCM inh 72.
For Cc1n[nH]c(C)c1CCC(=O)N/N=C\c1ccco1 the results were RMI-FANCM inh 60.
Screening Cc1cc(N2CCCCC2)nc(N2CCN(C(=O)c3ccc4c(c3)OCO4)CC2)n1 returned RMI-FANCM inh 60.
`CCCN1CCCc2cc(CCNS(=O)(=O)c3ccc(OCC)c(F)c3)ccc21` gave RMI-FANCM inh 152.

A portion of the library; count on the stated rates, not on these rows.
